High-throughput results (PubChem BioAssay)
RGS4-Gao reg: modulators of RGS4 binding to Galphao, primary screen, biochemical, multiplexed bead flow cytometry; actives lie on both sides; binding response (% of control), % at 10 µM; hit rate 0.33% among 220,000; AID 1415, 2008; in the data active means binding response below about 49% or above about 150%; inactive means in between;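 further: fluorescent Galphao activated with aluminum fluoride binding bead-coupled RGS4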
Bcl-B Bim block: inhibitors of Bim-Bcl-B binding, primary screen, biochemical, multiplexed, human Bcl-2 family; Bcl-2-like protein 10 (Homo sapiens), Q9HD36; bead-based flow cytometry, Bim peptide-Bcl-B binding; inhibition, % at 10 µM; hit rate 0.073% among 190,000;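 further: 0% = tracer peptide without compound and 100% = reference inhibitor peptide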
Target sequence (Q9HD36 whole entry, looked up): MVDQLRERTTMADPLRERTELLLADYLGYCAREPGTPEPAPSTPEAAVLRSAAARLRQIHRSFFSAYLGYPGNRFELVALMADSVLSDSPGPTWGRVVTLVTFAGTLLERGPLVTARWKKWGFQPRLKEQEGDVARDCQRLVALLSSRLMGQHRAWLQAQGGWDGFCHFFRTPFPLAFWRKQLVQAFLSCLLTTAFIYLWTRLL
GSH bead fluor: compound fluorescence on glutathione beads, profiling panel, artefact control, biophysical, 488/530 nm, flow cytometry | GSH beads flow cytometry, compound fluorescence 488/530 nm; active compounds read high | hit rate 0.25% among 190,000 | fluorescence (KMESF) at 10 µM | AID 1776, 2009; in the data active means fluorescence above about 89;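 further: glutathione beads carrying GST-tagged Bcl family fusion proteins plus one bare bead set; values are compound well signal with DMSO vehicle wells as background; inactives centre near 16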
Bcl-W Bim block: inhibitors of Bim binding to Bcl-W, primary screen, biochemical, multiplexed, bead-based flow cytometry; hit rate 0.02% among 190,000; inhibition, % at 10 µM; Bim peptide-Bcl-W binding; AID 952, 2007;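 further: 0% = bound tracer without compound and 100% = peptide blocker; higher means less fluorescent Bim peptide bound to Bcl-W beads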
Mcl-1 Bim block: inhibitors of Bim peptide binding to Mcl-1, primary screen, biochemical, bead-based flow cytometry, multiplex; Induced myeloid leukemia cell differentiation protein Mcl-1 (Homo sapiens), Q07820; Bim peptide-Mcl-1 binding; inhibition, % at 10 µM; hit rate 0.1% among 190,000;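 further: 0% = no compound tracer wells and 100% = peptide blocker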
Target sequence (Q07820 whole entry, looked up): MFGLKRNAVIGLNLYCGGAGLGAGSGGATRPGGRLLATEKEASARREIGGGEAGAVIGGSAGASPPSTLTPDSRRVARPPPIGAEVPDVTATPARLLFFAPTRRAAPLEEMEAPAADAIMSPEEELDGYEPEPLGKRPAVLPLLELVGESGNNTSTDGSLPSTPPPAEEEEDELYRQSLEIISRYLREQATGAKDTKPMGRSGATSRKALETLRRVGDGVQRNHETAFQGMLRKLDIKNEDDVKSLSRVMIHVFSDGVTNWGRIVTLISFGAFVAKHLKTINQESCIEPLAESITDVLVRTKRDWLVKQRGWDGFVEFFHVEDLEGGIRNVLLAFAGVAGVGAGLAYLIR
Bim-Bcl-2: inhibitors of Bim-Bcl-2 binding, primary screen, biochemical, multiplexed, human Bcl-2 family; AID 950, 2007; Bead-based flow cytometry, Bim peptide-Bcl-2 binding; Apoptosis regulator Bcl-2 (Homo sapiens), P10415; inhibition, % at 10 µM; hit rate 0.06% among 190,000; in the data active means inhibition above about 40%; inconclusive means no clear call, values can overlap the other calls;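 further: 0% = no compound wells with probe peptide and 100% = reference peptide inhibitor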
Target sequence (P10415 whole entry, looked up): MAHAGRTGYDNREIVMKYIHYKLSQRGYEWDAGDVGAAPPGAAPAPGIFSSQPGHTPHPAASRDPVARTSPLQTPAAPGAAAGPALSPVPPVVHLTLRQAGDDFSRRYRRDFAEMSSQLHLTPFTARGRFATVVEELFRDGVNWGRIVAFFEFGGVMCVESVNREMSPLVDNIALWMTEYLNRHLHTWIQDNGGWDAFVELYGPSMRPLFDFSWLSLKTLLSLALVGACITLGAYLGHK
Bim-Bfl-1: inhibitors of Bim binding to Bfl-1, primary screen, biochemical, multiplexed, bead-based flow cytometry; Bim-Bfl-1 binding inhibition; inhibition, % at 10 µM; hit rate 0.12% among 190,000; AID 1008, 2008;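 further: 0% = wells without compound plus tracer and 100% = blocker peptide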
RGS8-Gao: RGS8-Galphao binding modulators, primary screen, biochemical, multiplexed bead flow cytometry; Guanine nucleotide-binding protein G(o) subunit alpha (Homo sapiens), P09471; AID 1423, 2008; actives lie on both sides; hit rate 0.34% among 220,000; response (percent of control binding), % at 10 µM; in the data active means response below about 60% or above about 140%; inactive means in between;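 further: Galphao activated as the GDP aluminium fluoride complex binding bead-coupled RGS8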
Mcl1 Bid PPI: Mcl-1/Bid binding inhibitors, primary screen, biochemical, TR-FRET, 1536-well; Induced myeloid leukemia cell differentiation protein Mcl-1 (Homo sapiens), Q07820; TR-FRET Mcl-1/Bid-Dy647 peptide binding; inhibition, % at 21.7 µM; hit rate 0.97% among 220,000;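 active means compounds that cut the binding signal by more than half at the single screening dose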;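 further: His-tagged Mcl-1 with europium anti-His antibody binding Bid BH3 peptide; 0% = Mcl-1 plus peptide wells and 100% = peptide-only wells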
Bcl-XL Bim block: inhibitors of Bim-Bcl-XL binding, primary screen, biochemical, multiplexed, bead flow cytometry, human Bcl-XL. Bim peptide-Bcl-XL binding, fluorescence. inhibition, % at 10 µM. hit rate 0.04% among 190,000. Bcl-2-like protein 1 (Homo sapiens), Q07817
Target sequence (Q07817 whole entry, looked up): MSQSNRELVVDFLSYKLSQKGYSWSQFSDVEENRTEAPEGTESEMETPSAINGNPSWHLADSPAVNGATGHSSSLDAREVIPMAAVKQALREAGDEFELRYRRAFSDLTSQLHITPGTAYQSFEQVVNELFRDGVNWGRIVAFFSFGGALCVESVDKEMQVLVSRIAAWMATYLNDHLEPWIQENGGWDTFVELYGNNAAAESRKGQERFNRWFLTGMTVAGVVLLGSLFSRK
RGS7-Gao: RGS7-Galphao binding modulators, primary screen, biochemical, multiplexed bead flow cytometry; actives lie on both sides; hit rate 0.35% among 220,000; Guanine nucleotide-binding protein G(o) subunit alpha (Homo sapiens), P09471; binding response (% of control), % at 10 µM; in the data active means binding response below about 49% or above about 150%; inconclusive means no clear call, values can overlap the other calls; inactive means in between;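 further: fluorescent Galphao held in activated GDP-AlF4 state binding bead-coupled RGS7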
* marks the source's active call; other numbers are inactive results; ? = inconclusive. Unless noted, no stated cut-off is given here; in the data, active means inhibition above about 40%.

SMILES	RGS4-Gao reg	Bcl-B Bim block	GSH bead fluor	Bcl-W Bim block	Mcl-1 Bim block	Bim-Bcl-2	Bim-Bfl-1	RGS8-Gao	Mcl1 Bid PPI	Bcl-XL Bim block	RGS7-Gao
CC1(C(=O)NCCCN2CCOCC2)Oc2cccnc2NC1=O (stereo not drawn)	101	-7	12	-1	-4	-8	-4	97	-48	-4	98
Cc1cccc(OCC(=O)NNC(=O)c2ccc([N+](=O)[O-])cc2)c1	103	-6	25	0	0	0	-4	102	-2	-6	100
CCOCCOc1nc(C)cc(C)c1S(=O)(=O)c1ccccc1C	95	0	11	2	1	-1	-4	99	-5	-1	95
CCOC(=O)c1sc(C)c2c(=O)n(CCCN3CCOCC3)cnc12	96	-5	33	1	0	-4	-11	101	-1	0	96
CCOc1cc(/C=C(\C#N)C(=O)NCC2CCCO2)ccc1OCC(N)=O (stereo not drawn)	106	-4	12	2	1	-2	-6	105	-58	2	106
CC1CCN(C(=O)CSc2nc3cccnc3n2C)CC1	102	-4	14	-5	-3	-5	-3	101	-15	-7	97
Cc1cc(CN2CCN(CCC#N)CC2)c(O)c(C2(C)CCCCC2)c1	104	-9	29	-1	-2	-12	-15	105	-32	-3	100
COCCN(CCOC)S(=O)(=O)c1ccc(C(=O)Nc2ccc([N+](=O)[O-])cc2OC)cc1	103	3	12	2	0	3	4	107	4	2	?
CC(=O)/C=C1/SC(CC(=O)O)C(=O)N1c1ccccc1 (stereo not drawn)	103	0	29	0	-1	1	1	99	6	-2	101
CCOC(=O)C(C)Oc1cccc2c(=O)n(CC(=O)N3CCN(C(=O)OCC)CC3)ccc12 (stereo not drawn)	98	-6	19	2	0	-7	-10	100	-13	-3	102
COc1ccc2c(c1)CCCC21NC(=O)N(CC(=O)NC(=O)NCc2ccccc2)C1=O (stereo not drawn)	103	0	11	-1	0	-2	-3	101	-21	0	107
O=C(c1ccc(-c2cccc(Cl)c2Cl)o1)N1CCOCC1	98	-1	19	-1	1	0	-4	97	-38	-2	?
Cc1nonc1CN(C)C(=O)CC1C(=O)NCCN1Cc1ccc(F)c(F)c1 (stereo not drawn)	96	-2	11	0	0	-5	-5	97	-56	-4	92
C=CCSc1nnc2c(n1)OC=Nc1ccc(Br)cc1-2	109	-8	22	0	0	-5	-4	106	-26	-6	108
CCOc1ccc(C(=O)CN2CCN(S(=O)(=O)c3ccc(OC)cc3)CC2)cc1	100	0	32	0	0	0	0	92	-3	-4	97
Cc1c(C(=O)NCCCN2CCOCC2)oc2ccc(S(=O)(=O)N3CCOCC3)cc12	102	-5	15	2	-4	-2	-2	102	-3	-3	101
O=C(CCCCn1c(=O)[nH]c2ccsc2c1=O)NCc1cccnc1	100	-1	19	1	-3	3	-9	103	-12	-3	99
O=C(/C=C\c1cccs1)c1c(O)ccc2ccc(=O)oc12	96	-5	11	-4	-4	-1	0	95	-10	-4	99
COc1ccc(/C=N/n2c(SC)nnc(C(C)(C)C)c2=O)cc1	97	3	23	-1	3	0	6	96	15	5	99
COc1cc(C(=O)OCC(=O)Nc2ccc(C(C)=O)cc2)ccc1OCC(=O)N1CCOCC1	97	-7	5	-2	-7	0	1	102	-28	-5	97
CCN(CC)C(=O)NC1CC(=O)N(c2ccc(OC)cc2)C1 (stereo not drawn)	109	-7	17	-5	-1	-10	-16	106	-49	-5	107
O=C(CSc1nc(-c2ccco2)cc(C(F)(F)F)n1)Nc1cccnc1	98	-4	62	5	2	-3	-12	105	-36	-9	124
Cc1ccc(S(=O)(=O)N2CCN(C(=O)c3cccs3)CC2)cc1	100	-8	16	-5	-5	-4	-9	104	-11	-2	100
Cc1noc(C)c1S(=O)(=O)Nc1ccc(C(=O)N2CCN(c3ccc(F)cc3)CC2)cc1	102	3	11	0	12	2	3	101	-11	1	105
COc1cc2c(cc1OC)C(C(=O)N1CCOCC1)C(c1cccs1)N(C)C2=O (stereo not drawn)	100	-6	5	0	-2	-6	-13	101	-5	-7	99
O=C(Nc1ccccc1)c1ccc(N2CCN(c3ccccn3)CC2)c(S(=O)(=O)N2CCOCC2)c1	100	-9	35	-1	-2	-8	-14	100	-25	-4	105
COc1ccc(OC)c(-c2cc(C(=O)NCc3cccs3)no2)c1	99	-3	23	-3	-1	-2	-22	102	-17	-6	97
CCn1c2ccccc2c2nnc(SCC(=O)OCN3C(=O)c4ccccc4C3=O)nc21	102	0	16	-2	0	-1	0	101	1	0	100
Cc1cc(C(=O)OCC(=O)N2CCN(c3ccccc3)CC2)c2ccccc2n1	108	2	15	2	1	0	1	101	-29	0	99
Cc1cccc(N2C(=O)CC(NNc3nc4ccccc4s3)C2=O)c1 (stereo not drawn)	99	-16	16	0	-3	-8	-5	99	-38	-10	101

In the list so far, these contain a nitro group on carbon.
SMILES	RGS4-Gao reg	Bcl-B Bim block	GSH bead fluor	Bcl-W Bim block	Mcl-1 Bim block	Bim-Bcl-2	Bim-Bfl-1	RGS8-Gao	Mcl1 Bid PPI	Bcl-XL Bim block	RGS7-Gao
Cc1cccc(OCC(=O)NNC(=O)c2ccc([N+](=O)[O-])cc2)c1	103	-6	25	0	0	0	-4	102	-2	-6	100
COCCN(CCOC)S(=O)(=O)c1ccc(C(=O)Nc2ccc([N+](=O)[O-])cc2OC)cc1	103	3	12	2	0	3	4	107	4	2	?

The listing continues:
SMILES	RGS4-Gao reg	Bcl-B Bim block	GSH bead fluor	Bcl-W Bim block	Mcl-1 Bim block	Bim-Bcl-2	Bim-Bfl-1	RGS8-Gao	Mcl1 Bid PPI	Bcl-XL Bim block	RGS7-Gao
Cc1ccc(C(=O)O)cc1S(=O)(=O)N1CCSCC1	98	-10	30	0	3	-12	-16	101	1	2	91
Cc1ccc(COc2cccc3c2CCN(Cc2ccc(F)cc2)C3=O)cc1	101	-7	12	-4	-3	-8	-3	103	54*	-5	102
COc1ccc(NC(=O)C2CCCN(S(=O)(=O)c3ccc4c(c3)oc(=O)n4C)C2)cc1OC (stereo not drawn)	99	-2	28	3	1	-3	-6	102	-6	3	99
C=C1C(C(=O)Nc2cccc(OC)c2)C1C(=O)Nc1cccc(OC)c1 (stereo not drawn)	101	-3	16	-1	-2	-3	-8	99	-7	-3	?
COc1ccc(C2(CNC(=O)c3ccc(Br)o3)CCOCC2)cc1	103	-5	36	-2	-5	-9	-12	107	9	-12	103
Cc1ccc(NC(=O)C(C)c2cccc(C(=O)c3ccccc3)c2)cc1O (stereo not drawn)	98	-6	12	-3	-3	0	-1	100	2	-9	98
Cc1ccc(S(=O)(=O)NCCC(=O)NCc2ccco2)cc1	92	-5	22	-1	-3	0	-3	92	-10	-5	92
O=c1cc(N2CCN(Cc3ccccc3)CC2)[nH]c(=O)n1-c1ccc(Br)cc1	101	-5	24	3	0	-3	-8	101	-33	-5	100
CC(C)CCNC(=O)NC(=O)CSc1nnc(COc2ccccc2Cl)o1	105	-7	20	-2	-2	-12	-16	103	9	-7	105
COc1ccccc1-c1nc(-c2ccncc2)no1	93	-8	36	0	-2	-10	-15	103	7	-10	93
c1ccc(-c2cc3c(-n4cccc4)ncnc3o2)cc1	98	0	15	1	0	-2	1	99	-15	0	98
Cc1cccc(NC(=O)Cn2c(=O)n(CCC(=O)NC3CCCC3)c(=O)c3ccccc32)c1	100	-3	18	-3	-5	0	-1	101	-12	-1	100
CCn1c(-c2ccco2)nc2ccccc21	101	0	14	-1	2	0	0	104	-2	0	102
Cc1ccc(-c2nc(CN(C)C(C3CC3)C3CC3)c(C)o2)cc1	109	-1	17	-1	0	-1	-7	108	-24	-1	107
Cc1ccccc1OCC(=O)N/N=C/c1ccc2c(c1)OCCO2	105	-4	13	-4	-2	-9	-16	103	-13	-8	106
O=C(CSc1nc(-c2ccco2)cc(C(F)(F)F)n1)NN1CCOCC1	109	-4	11	0	1	-2	-5	105	-28	-1	112
O=C(NCC(=O)N(c1ccccc1)C(C(=O)NCC1CCCO1)c1ccccc1)c1ccco1 (stereo not drawn)	102	0	11	0	-1	-3	-3	102	-32	0	103
COc1ccc(NC(=S)NCc2cccnc2)cc1OC	101	-6	14	-4	-1	-3	-9	103	-52	-5	?
CCOC(=O)C1CCN(C(=O)c2ccc(Cl)c(S(=O)(=O)N3CCOCC3)c2)CC1	101	0	26	-5	-5	-5	-3	100	-11	-7	97
CC(C)Oc1ccc2ccccc2c1C=O	100	-4	20	3	0	-5	-2	99	-15	7	97
O=c1oc2ccc3ccccc3c2cc1-c1nnc(-c2cccs2)o1	102	-15	5	0	-1	1	-2	99	6	-4	102
CCc1nc2ccccc2n1Cc1ccc(OC)c(OC)c1	102	-11	36	4	-1	-9	-14	102	0	0	103

An excerpt of these results, with each value named:
SMILES: COc1ccc(NC(=O)C2CCCN(S(=O)(=O)c3ccc4c(c3)oc(=O)n4C)C2)cc1OC (stereo not drawn)
  RGS4-Gao reg: 99	Bcl-B Bim block: -2	GSH bead fluor: 28	Bcl-W Bim block: 3	Mcl-1 Bim block: 1	Bim-Bcl-2: -3	Bim-Bfl-1: -6	RGS8-Gao: 102	Mcl1 Bid PPI: -6	Bcl-XL Bim block: 3	RGS7-Gao: 99

SMILES: C=C1C(C(=O)Nc2cccc(OC)c2)C1C(=O)Nc1cccc(OC)c1 (stereo not drawn)
  RGS4-Gao reg: 101	Bcl-B Bim block: -3	GSH bead fluor: 16	Bcl-W Bim block: -1	Mcl-1 Bim block: -2	Bim-Bcl-2: -3	Bim-Bfl-1: -8	RGS8-Gao: 99	Mcl1 Bid PPI: -7	Bcl-XL Bim block: -3	RGS7-Gao: ?

SMILES: COc1ccc(C2(CNC(=O)c3ccc(Br)o3)CCOCC2)cc1
  RGS4-Gao reg: 103	Bcl-B Bim block: -5	GSH bead fluor: 36	Bcl-W Bim block: -2	Mcl-1 Bim block: -5	Bim-Bcl-2: -9	Bim-Bfl-1: -12	RGS8-Gao: 107	Mcl1 Bid PPI: 9	Bcl-XL Bim block: -12	RGS7-Gao: 103

SMILES: Cc1ccc(NC(=O)C(C)c2cccc(C(=O)c3ccccc3)c2)cc1O (stereo not drawn)
  RGS4-Gao reg: 98	Bcl-B Bim block: -6	GSH bead fluor: 12	Bcl-W Bim block: -3	Mcl-1 Bim block: -3	Bim-Bcl-2: 0	Bim-Bfl-1: -1	RGS8-Gao: 100	Mcl1 Bid PPI: 2	Bcl-XL Bim block: -9	RGS7-Gao: 98

Rows are unselected, and some 1.8% of all compounds hit somewhere here.
